# Assay outcomes from PubChem.
# miR-122 sensor – inhibitors of miR-122 in Huh7 cells | hit rate 0.3% among 340,000 | activation (reporter increase), % at 12.5 µM | Huh7 miR-122 Renilla luciferase sensor, 48 h; neutral wells = 0, positive control = 100;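 active means mean replicate activation score at least 90 and every replicate individually at or above 90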;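 further: higher luciferase means less miR-122 activity so hits act as miR-122 inhibitors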
# Cneo AK release – Cryptococcus neoformans lysis via adenylate kinase release; C. neoformans lysis, adenylate kinase release luminescence, 4 h; normalised: neutral wells 0, clomiphene wells 100; AID 651654; hit rate 0.2% among 360,000; lysis activity, % at 15 µM;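 active means mean lysis activity across replicates of at least 80%, whatever share of replicates individually reach that level; inactive means mean lysis activity below 80%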
#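 Material: C. neoformans cells | Amount: Yeast cell density of 5 × 10^6 cells/mL | Medium: Fresh YPD growth medium | Dosing: Single dose | Times: Static 4 h at 37 °C with compound, 1 h detection | Detection: AK luminescence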
# ERp5 inh – ERp5 (human) disulfide isomerase inhibition | Q15084 | ERp5 insulin aggregation, absorbance 650 nm, 90 min | hit rate 0.05% among 350,000 | inhibition, % at 9.99 µM;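 active means mean replicate inhibition above about 25%, with every replicate also reaching it, limit read from the data, passing the limit was not always enough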
# Target sequence (Q15084 whole entry, looked up): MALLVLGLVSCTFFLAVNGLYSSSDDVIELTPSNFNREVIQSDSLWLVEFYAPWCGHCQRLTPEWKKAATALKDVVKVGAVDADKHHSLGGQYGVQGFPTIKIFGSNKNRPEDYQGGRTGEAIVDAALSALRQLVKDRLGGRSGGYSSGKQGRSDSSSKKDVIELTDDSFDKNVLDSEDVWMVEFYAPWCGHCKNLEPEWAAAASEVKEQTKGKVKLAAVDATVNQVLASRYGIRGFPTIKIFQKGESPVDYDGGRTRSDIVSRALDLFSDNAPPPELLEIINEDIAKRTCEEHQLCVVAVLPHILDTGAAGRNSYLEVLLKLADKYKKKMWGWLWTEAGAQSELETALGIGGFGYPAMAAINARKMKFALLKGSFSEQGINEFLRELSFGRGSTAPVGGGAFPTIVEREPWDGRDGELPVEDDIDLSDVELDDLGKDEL
# ARNT-TACC3 inh – disruptors of human ARNT/TACC3 interaction; inhibition, % at 9.99 µM; hit rate 0.66% among 390,000; Q9Y6A5; AlphaScreen His-ARNT PAS-B/GST-TACC3 binding, luminescence; TACC3 fragment carries E629A point mutation;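 active means mean inhibition of replicates at least 50% and at least half of replicates each reaching 50%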;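 further: 0% = complete ARNT plus TACC3 wells and 100% = ARNT alone without TACC3; many hits fall short of the cut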
# C2C12 statin – suppression of simvastatin myotoxicity; C2C12 myotubes + simvastatin, ATP luminescence, 48 h; scaled: DMSO 0, geranylgeraniol control 100; rescue of ATP level, % at 7.49 µM; hit rate 0.78% among 330,000; AID 602340;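 active means mean ATP rescue above about 67%, or every replicate alone reaching that limit, limit read from the data, passing the limit was not always enough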;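 further: myotubes were challenged with 10 µM simvastatin during compound exposure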
# SIRT5 block – sirtuin-5 (human) deacylase inhibition. Purified SirT5, succinyl-peptide AMC, trypsin-coupled fluorescence. inhibition, % at 15 µM. hit rate 1.1% among 330,000. AID 652115; in the data active means inhibition above about 15%
# Target sequence (Q9NXA8 whole entry, looked up): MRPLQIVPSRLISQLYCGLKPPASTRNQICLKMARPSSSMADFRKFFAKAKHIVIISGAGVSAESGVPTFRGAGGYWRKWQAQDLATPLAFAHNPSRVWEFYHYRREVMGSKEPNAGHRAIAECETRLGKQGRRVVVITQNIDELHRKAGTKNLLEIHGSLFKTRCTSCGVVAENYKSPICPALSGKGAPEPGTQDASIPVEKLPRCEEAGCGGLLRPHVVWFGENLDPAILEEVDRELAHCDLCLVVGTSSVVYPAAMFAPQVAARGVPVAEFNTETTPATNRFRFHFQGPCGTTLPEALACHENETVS
# esBAF inh – inhibitors of esBAF chromatin remodeling in mouse ES cells; Bmi1-luciferase knock-in reporter, 24 h; 100% = twice the neutral-well signal; reporter increase, % at 12.5 µM; hit rate 2% among 350,000; AID 602393; in the data active means activation above about 40%;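 further: 0% = median of the plate's neutral control wells and 100% = double that signal; a rise in the Bmi1 reporter signal indicates esBAF inhibition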
# * marks the source's active call; other numbers are inactive results; x = not tested or not shown; [ ] = dose if it differs, or a comment.
SMILES,miR-122 sensor,Cneo AK release,ERp5 inh,ARNT-TACC3 inh,C2C12 statin,SIRT5 block,esBAF inh
CC(=O)c1ccc(Cc2ccc(C(C)=O)s2)s1,2,0,2,x,-5,-2,1
CC(C)(C)c1ccc(OCCC(=O)NNC(=O)c2ccncc2)cc1,x,x,-4,22,-3,-3,-7
CCN(C[C@H]1N[C@@](Cc2ccccc2)(C(=O)OC)[C@H]2C(=O)N(Cc3ccccc3)C(=O)[C@@H]12)S(=O)(=O)c1ccc(F)cc1,-3,3,-3,2,-4,-5,-1
COCCCNC(=O)CC(NS(=O)(=O)c1ccc(Cl)cc1)c1ccc(OC)cc1 (configuration not stated),7,2,x,37,-5,x,0
O=C1NC(c2ccc(Br)cc2)Nc2sc3c(c21)CCC3 (configuration not stated),5,0,x,6,9,x,3
Cc1cc(NC(=O)CSc2nc3c(c(-c4cccnc4)c2C#N)CCC3)no1,-1,9,x,2,10,x,0
O=C(Nc1nc2c(F)cccc2s1)C1CC1,-7,-1,8,-3,5,-3,37
CCC(C)(C)NC(=O)C(c1cccn1C)N(Cc1ccccc1)C(=O)Cn1nnc2ccccc21 (configuration not stated),1,1,x,-4,1,x,3
CC(OC(=O)c1oc2ccccc2c1CSC1CCCCC1)C(=O)NC(N)=O (configuration not stated),1,2,x,x,4,x,-10
COc1ccc(CCNC(=O)C2CCN(S(=O)(=O)c3ccc(F)cc3)CC2)cc1,-1,-1,1,2,-1,10,-2
COc1ccc(C(=O)OCC(=O)Nc2cc(C)on2)cc1S(=O)(=O)N1CCOCC1,-11,1,x,-2,-17,x,1
COc1ccc(CNC(=O)c2ccc3c(=O)n(CCCN4CCCC4=O)c(=S)[nH]c3c2)cc1,0,x,-3,-1,-9,4,4
COC(=O)CC1=C(C)C(=O)CC2C(C)(C)CCCC12C (configuration not stated),-7,-1,10,-5,14,18*,2
COc1ccc(C(=O)NC(=S)N2CCN(c3ccccc3OC)CC2)cc1,0,11,5,24,-10,-2,2
CCCOc1cccc(C2C(C(=O)c3ccco3)=C(O)C(=O)N2c2nnc(C)s2)c1 (configuration not stated),0,0,-3,2,17,6,-3
COCCNC(=O)C1CCC(=O)N(c2ccc(OC)cc2)C1c1ccc(OC)c(OC)c1 (configuration not stated),-5,0,x,-3,x,x,x
COc1cc(C)c(C(C)C)cc1S(=O)(=O)NC1CC(C)(C)NC(C)(C)C1,128*,-1,0,-5,-2,-2,0
CCC(=O)Nc1ccc(S(=O)(=O)Nc2ncccn2)cc1,-8,0,x,0,3,x,-3
O=C(CC(C(=O)O)c1ccc(Cl)cc1Cl)c1ccc(Cl)cc1 (configuration not stated),5,-1,10,-8,4,4,6
Cc1ccn(CCC(=O)O)n1,x,x,0,-3,x,-2,x
O=C(Nc1ccc2c(c1)OCCO2)C(C1CC1)N1CCN(C/C=C/c2ccccc2)CC1 (configuration not stated),7,-21,2,x,9,-3,-5
O=C(N[C@H]1C=C[C@@H](CC(=O)N2CCC(Cc3ccccc3)CC2)O[C@H]1CO)c1cnccn1,x,-1,-2,x,4,5,5
COc1ccc(S(=O)(=O)N[C@@H]2CC[C@H](CCn3cc(C(C)C)nn3)O[C@@H]2CO)cc1,1[16.7 µM],-3,-1,-12,1,0,4
COCCN(C(=O)COC(=O)Cc1cccc(OC)c1)c1c(N)n(Cc2ccccc2)c(=O)[nH]c1=O,x,1,6,1,12,-2,4
O=c1[nH]c(/C=C/c2cccc3ccccc23)nc2ccccc12,x,x,3,-1,x,0,x

# Some of these compounds in order of length of the SMILES, highest first.
SMILES,miR-122 sensor,Cneo AK release,ERp5 inh,ARNT-TACC3 inh,C2C12 statin,SIRT5 block,esBAF inh
CCN(C[C@H]1N[C@@](Cc2ccccc2)(C(=O)OC)[C@H]2C(=O)N(Cc3ccccc3)C(=O)[C@@H]12)S(=O)(=O)c1ccc(F)cc1,-3,3,-3,2,-4,-5,-1
O=C(N[C@H]1C=C[C@@H](CC(=O)N2CCC(Cc3ccccc3)CC2)O[C@H]1CO)c1cnccn1,x,-1,-2,x,4,5,5
COc1ccc(S(=O)(=O)N[C@@H]2CC[C@H](CCn3cc(C(C)C)nn3)O[C@@H]2CO)cc1,1[16.7 µM],-3,-1,-12,1,0,4
COCCN(C(=O)COC(=O)Cc1cccc(OC)c1)c1c(N)n(Cc2ccccc2)c(=O)[nH]c1=O,x,1,6,1,12,-2,4
COc1ccc(CNC(=O)c2ccc3c(=O)n(CCCN4CCCC4=O)c(=S)[nH]c3c2)cc1,0,x,-3,-1,-9,4,4
CCC(C)(C)NC(=O)C(c1cccn1C)N(Cc1ccccc1)C(=O)Cn1nnc2ccccc21 (configuration not stated),1,1,x,-4,1,x,3
O=C(Nc1ccc2c(c1)OCCO2)C(C1CC1)N1CCN(C/C=C/c2ccccc2)CC1 (configuration not stated),7,-21,2,x,9,-3,-5
COCCNC(=O)C1CCC(=O)N(c2ccc(OC)cc2)C1c1ccc(OC)c(OC)c1 (configuration not stated),-5,0,x,-3,x,x,x
COc1cc(C)c(C(C)C)cc1S(=O)(=O)NC1CC(C)(C)NC(C)(C)C1,128*,-1,0,-5,-2,-2,0
COCCCNC(=O)CC(NS(=O)(=O)c1ccc(Cl)cc1)c1ccc(OC)cc1 (configuration not stated),7,2,x,37,-5,x,0
Cc1cc(NC(=O)CSc2nc3c(c(-c4cccnc4)c2C#N)CCC3)no1,-1,9,x,2,10,x,0
COc1ccc(C(=O)NC(=S)N2CCN(c3ccccc3OC)CC2)cc1,0,11,5,24,-10,-2,2
O=C(CC(C(=O)O)c1ccc(Cl)cc1Cl)c1ccc(Cl)cc1 (configuration not stated),5,-1,10,-8,4,4,6
O=c1[nH]c(/C=C/c2cccc3ccccc23)nc2ccccc12,x,x,3,-1,x,0,x
COC(=O)CC1=C(C)C(=O)CC2C(C)(C)CCCC12C (configuration not stated),-7,-1,10,-5,14,18*,2
CCC(=O)Nc1ccc(S(=O)(=O)Nc2ncccn2)cc1,-8,0,x,0,3,x,-3
CC(=O)c1ccc(Cc2ccc(C(C)=O)s2)s1,2,0,2,x,-5,-2,1
Cc1ccn(CCC(=O)O)n1,x,x,0,-3,x,-2,x

# (cont.)
SMILES,miR-122 sensor,Cneo AK release,ERp5 inh,ARNT-TACC3 inh,C2C12 statin,SIRT5 block,esBAF inh
O=C(CCC(=O)OCc1ccc([N+](=O)[O-])cc1)Nc1ccccc1Cl,-18,x,-3,-1,-2,-4,-1
CCOC(=O)C1(CCOc2ccccc2)CCN(Cc2cccc(-n3cccn3)c2)CC1,x,3,3,-1,-9,-1,-5
C[C@@H]1CN([C@@H](C)CO)C(=O)c2cc(/C=C/c3ccccc3)cnc2O[C@H]1CN(C)Cc1ccccc1,3[16.7 µM],8,-6,8,-12,1,-4
COC(=O)C(CC#Cc1ccc2c(c1)[C@]1(C(=O)N2)[C@H](c2ccccc2OCCO)N2[C@H](c3ccccc3)[C@H](c3ccccc3)OC(=O)[C@H]2[C@@H]1C(N)=O)C(=O)OC,x,-5,2,27,x,19*,x
CC1(C(=O)NCc2cccnc2)CCN1C(=O)c1cccc(F)c1 (configuration not stated),-2,1,2,x,14,1,1
N#Cc1ccc(CSc2nnc(-c3cccnc3)o2)cc1,x,x,2,-5,x,-4,x
C[C@H]1CN=C2N(CCNC(=O)CCC3CCCCC3)[C@H](Cc3ccc(O)cc3)CN21,3,0,-3,2,-10,x,-8
COc1ccc(C2C(C(C)=O)=C(O)C(=O)N2c2ccc(Br)cc2)cc1 (configuration not stated),-3,1,0,-2,3,-1,4
O=C(NCCCN1CCOCC1)C1CCN(S(=O)(=O)c2ccccc2)CC1,0,-1,1,5,-1,-1,-5
COc1ccc(OC)c(C2=NOC(C(=O)Nc3c(C)n(C)n(-c4ccccc4)c3=O)C2)c1 (configuration not stated),-7,0,0,-8,-2,7,-3
CCOC(=O)C(=O)CC(=O)c1ccc2c(c1)OCCO2,3,1,9,x,8,-3,4
COc1cccc2cc(C(=O)NCCc3ccccc3)c(=O)oc12,0,-1,3,7,5,-3,33
CC1(C)CC(=O)C2=C(C1)NCN(Cc1ccc3c(c1)OCO3)C2,-5,-3,x,-8,7,x,-6
CCOC(=O)C1CCN(C(=O)CN2C(=O)COc3ccc(C(C)(C)C)cc32)CC1,5,1,6,4,12,-3,4
CC(=O)c1c(C)[nH]c(C(=O)OCn2nnc3ccccc3c2=O)c1C,0,11,x,-6,28,x,-6
Cc1ccc(Nc2c(-c3ccccn3)nc3cc(C)ccn23)cc1,-36,5,3,62*,x,-1,x
COc1ccc(CNS(=O)(=O)c2ccc(NC(=O)N3CCCCC3)cc2)cc1,x,0,7,x,x,-5,x
CCc1nnc(SCC(=O)NCCC2=CCCCC2)nc1CC,-3,0,0,2,-1,-1,-6
CC(=O)N1C(=S)NC(=O)/C1=C1/C(=O)N(CC(=O)Nc2cccc(C)c2)c2ccccc21,x,x,0,-1,x,0,x
COc1ccc2c(c1)CC/C(=C\C=C\c1ccccc1OC)C2=O,11,0,x,10,-3,x,12
COc1ccccc1NC(=O)N[C@@H]1CC[C@H](CCn2cc(-c3cccnc3)nn2)O[C@H]1CO,-8[16.7 µM],0,-3,26,0,1,-7
c1ccc(CSc2nnc(-c3ccco3)n2Cc2ccccc2)cc1,7,-2,x,-1,11,x,29
CC(=O)c1ccc(OCc2cc(C(=O)N3CCCCCCC3)no2)cc1,x,2,-4,x,-11,-1,16
CCCN(C)C[C@H]1Oc2cc(C#CCC3CCCC3)ccc2S(=O)(=O)N([C@@H](C)CO)C[C@@H]1C,19[16.7 µM],x,x,x,-38,x,-2
CCCn1nc2cc(C(=O)NCc3ccc(C)cc3)ccc2c1OC,x,0,-8,0,-2,x,3
SMILES,miR-122 sensor,Cneo AK release,ERp5 inh,ARNT-TACC3 inh,C2C12 statin,SIRT5 block,esBAF inh
C[C@H]1CN([C@@H](C)CO)C(=O)c2cc(NC(=O)Nc3ccccc3)ccc2O[C@@H]1CN(C)C(=O)NC1CCCCC1,0[16.7 µM],0,1,-1,-2,-6,0
CC(C)Cc1nc(SCC(=O)NCc2ccccc2)n[nH]1,15,-2,x,-6,-12,x,-9
O=C(NC1CCCCC1)N1CCC(c2nc3ccccc3[nH]2)CC1,-2,x,-9,-8,43,-1,4
COc1cc(/C=C(/C#N)c2nc3ccccc3[nH]2)ccc1Oc1ncccc1[N+](=O)[O-],x,0,x,-1,-72,x,29
COc1cc(OC)cc(C(=O)NNC(=O)CCNC(=O)c2ccc(Br)cc2)c1,x,0,1,0,-2,-13,-5
O=C(Nc1cccc(F)c1)N1C[C@H]2[C@@H](c3ccccc31)[C@@H](CO)N2C(=O)c1ccccn1,42[16.7 µM],-1,-1,0,7,0,10
C[C@H](CO)N1C[C@H](C)[C@H](CN(C)C)Oc2ncc(C#Cc3ccccc3)cc2C1=O,1[16.7 µM],1,-1,x,7,-1,2
O=C(NCc1ccco1)c1ccc(=O)oc1,0,-4,x,x,1,x,-6
O=C(O)CCC(=O)Nc1ccc(OCC2CCCO2)cc1 (configuration not stated),-2,3,9,-5,5,-2,3
CC(=O)Nc1ccc2c(c1)C(=O)N(C)[C@H]1CC[C@H](CC(=O)NCC3CCCCC3)O[C@@H]1CO2,0[16.7 µM],-2,x,-3,17,x,-7
CCc1nc2ccc(C(=O)NCc3ccccc3OC)cn2c1N(C)Cc1ccc(N(C)C)cc1,-9,1,-9,x,5,-1,5
COc1cc(CNCCN2CCOCC2)ccc1OCC(=O)NC(C)(C)C,-4,1,4,2,-2,0,-4
